Screening data from PubChem.
MITF act = activators of MITF-driven TRPM1 promoter reporter, primary screen, cell-based, SK-MEL-5, luciferase, single point | 300,000 tested, 0.75% active | activation, % at 12.5 µM | SK-MEL-5 TRPM1-promoter luciferase, 24 h; % of positive control, neutral wells = 0;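 active = mean activation of at least 80% with every replicate also reaching 80%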;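 also: 0% = neutral control wells and 100% = parthenolide positive control wells; values of inactives mirror those of a sister screen read the other way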
Arr AP2 block = inhibitors of beta-arrestin/AP2 binding, primary screen, biochemical, GPCR trafficking, flow cytometry | inhibition, % at 10 µM | 340,000 tested, 0.31% active | beta-arrestin 1 C-terminal peptide binding to AP2 beta2-adaptin appendage (human) | FITC-arrestin peptide / GST-AP2 beads; AP2 beta2 appendage carries R879A mutation;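 active = inhibition above a set limit, near 3 SD of compounds lacking own fluorescence, cut at about 54% in these data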;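 also: plate controls were DMSO wells for no effect and 5 µM unlabelled arrestin peptide for full effect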
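System: GST-tagged AP2 beta2-adaptin appendage (R879A) on 4 µm glutathione beads / Reagent: FITC-arrestin peptide, 50 nM / Detection: HyperCyt-sampled flow cytometry, FL1 channel, ex 488/em 535 nm / Timing: 12 min plus 1 h, RT / Buffer or medium: PBS plus Tween 20 (0.05%) and BSA (0.1%)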
dFosB act = activators of delta FosB homodimer, primary screen, biochemical, fluorescence polarization, TAMRA-CDK5 oligo, single point; Protein FosB (Mus musculus), P13346; purified delta FosB; percent of positive-control signal above neutral wells; activation, % at 25 µM; 340,000 tested, 0.99% active;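 active = mean activation above about 17%, with every replicate also reaching it, limit read from the data, passing the limit was not always enough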;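 also: fluorescence polarization rise as delta FosB binds a TAMRA Cdk5 AP-1 oligo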
SR-BI DiI-HDL act = activators of SR-BI mediated DiI-HDL uptake, primary screen, ldlA[mSR-BI] CHO cells, DiI fluorescence; AID 504775, 2011; 3 h; 100 = double the neutral-control signal; activation, % at 12.5 µM; 320,000 tested, 0.096% active;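 active = mean replicate activation of at least 60% and every replicate at or above 60%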;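 also: 0% = median plate neutral-control signal and 100% = twice that signal; values of inactives mirror those of a sister screen read the other way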
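Material: SR-BI-overexpressing, LDLR-lacking CHO cells; schedule: compound exposure 3 h, 37 °C; reagent: DiI-labelled HDL at 10 µg/mL final; technique: bottom-read fluorescence, 550/595 nm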
CDK5 p35 inh = inhibitors of human CDK5/p35 kinase, primary screen, biochemical, single concentration. Recombinant CDK5/p35, ADP-Glo luminescence, 60 min. Cyclin-dependent kinase 5 (Homo sapiens) + Cyclin-dependent kinase 5 activator 1 (Homo …. 330,000 tested, 0.01% active. inhibition, % at 10 µM;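 active = highest replicate inhibition of at least 50% and at least 75% of replicates reaching 50%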;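 also: plate controls were DMSO neutral control for no effect and GW8510 at 10 µM for full effect; many of its hits are not listed in these tables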
SR-BI HDL uptake = inhibitors of SR-BI mediated HDL lipid uptake, primary screen, ldlA[mSR-BI] cells, fluorescence, single point. Scavenger receptor class B member 1 (Mus musculus), Q61009. ldlA[mSR-BI] CHO cells, DiI-HDL uptake fluorescence, 3 h. inhibition, % at 12.5 µM. 320,000 tested, 0.96% active;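 active = mean replicate inhibition of at least 70% and a set share of replicates each scoring 70 or more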;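 also: 0% = median of neutral control wells and 100% = median of positive control wells; values of inactives mirror those of a sister screen read the other way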
Target sequence (Q61009 whole entry, looked up): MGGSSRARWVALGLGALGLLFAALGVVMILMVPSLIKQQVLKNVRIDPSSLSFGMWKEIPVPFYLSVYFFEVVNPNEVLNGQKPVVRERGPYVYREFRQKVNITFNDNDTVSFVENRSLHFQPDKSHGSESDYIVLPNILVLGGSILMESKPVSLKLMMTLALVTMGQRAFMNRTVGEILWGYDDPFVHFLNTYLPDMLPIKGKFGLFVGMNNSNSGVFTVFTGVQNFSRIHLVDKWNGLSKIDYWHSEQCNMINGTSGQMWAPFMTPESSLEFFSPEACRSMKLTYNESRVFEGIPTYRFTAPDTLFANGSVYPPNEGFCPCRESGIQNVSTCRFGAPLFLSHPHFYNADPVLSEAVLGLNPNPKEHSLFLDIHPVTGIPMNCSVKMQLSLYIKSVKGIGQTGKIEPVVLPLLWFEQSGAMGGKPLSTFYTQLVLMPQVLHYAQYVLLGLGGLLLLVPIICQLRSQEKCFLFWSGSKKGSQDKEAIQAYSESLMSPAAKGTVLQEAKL
PKA-R1A act = activators of PKA-R1A holoenzyme, primary screen, biochemical, fluorescence polarization, Cy5-IP20, bovine R1A, mouse PKAc; AID 504707, 2011; PKA-R1A dissociation; scaled: DMSO 0%, 113 µM cGMP 100%; 340,000 tested, 0.083% active; cAMP-dependent protein kinase type I-alpha regulatory subunit (Bos taurus) + …; activation, % at 11.4 µM;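 active = percent activation above the mean of all tested compounds plus 3 SD, cut at about 19% in these data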;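 also: higher means more PKAc released from R1A so a rise in polarization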
PKA-R2B activ = activators of PKA-R2B holoenzyme, primary screen, biochemical, fluorescence polarization, Cy5-IP20, human; cAMP-dependent protein kinase catalytic subunit beta (Homo sapiens) + cAMP-dependent …; PKA-R2B holoenzyme dissociation; R2B truncated from residue 108, S112A mutant; 0% DMSO only, 100% 113 µM cGMP; activation, % at 11.4 µM; 340,000 tested, 0.079% active; AID 504700, 2011;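 active = activation above a cutoff set at the mean over all compounds plus 3 SD, cut at about 18% in these data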;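 also: higher means more holoenzyme dissociation and a rise in polarization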
Target sequence (P31323 whole entry, looked up, other chains not shown, the tested form may be a part): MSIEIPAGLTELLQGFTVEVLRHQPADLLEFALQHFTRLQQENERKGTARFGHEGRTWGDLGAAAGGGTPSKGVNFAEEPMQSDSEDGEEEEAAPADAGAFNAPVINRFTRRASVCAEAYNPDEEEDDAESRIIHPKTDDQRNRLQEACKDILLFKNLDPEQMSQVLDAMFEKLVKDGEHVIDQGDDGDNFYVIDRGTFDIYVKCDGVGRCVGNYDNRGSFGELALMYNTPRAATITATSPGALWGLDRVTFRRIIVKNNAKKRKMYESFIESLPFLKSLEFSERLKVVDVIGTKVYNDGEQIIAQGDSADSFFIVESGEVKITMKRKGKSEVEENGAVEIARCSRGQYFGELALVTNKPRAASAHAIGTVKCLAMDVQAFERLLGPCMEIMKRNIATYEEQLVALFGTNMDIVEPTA
NSD2 HMT inh = NSD2 histone methyltransferase inhibitors, primary screen, biochemical, AlphaScreen, single concentration, set 2; NSD2 peptide methylation, 120 min; inhibition, % at 12.5 µM; Histone-lysine N-methyltransferase NSD2 (Homo sapiens), O96028; 310,000 tested, 0.54% active; in the data active = inhibition above about 50%
Mot1-301 SUMO = yeast Mot1-301 growth rescue at high temperature, primary screen, SUMOylation pathway inhibitor project, S. cerevisiae, ATP luminescence, 38.5C. S. cerevisiae Mot1-301 growth rescue; percent above DMSO median, 100 means doubled. 320,000 tested, 1% active. growth rescue, % at 18.8 µM;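 active = every valid replicate shows activation above 250% relative to neutral control wells; inactive = the rest, any valid replicate at or below 250%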;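 also: OY570 slx delta 5 strain wells were the positive control but not used for scaling; some compounds called inactive have numbers as strong as hits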
Pemphigus Ab inh = inhibitors of pemphigus antibody binding to DSG3, primary screen, biochemical, bead-based, flow cytometry, scFv-GFP | AID 588358, 2011 | binding (percent of control), % at 10 µM | 310,000 tested, 0.48% active | DSG3-coupled beads, scFv-anti-DSG3-GFP binding; stronger effect = lower value | Desmoglein-3 (Homo sapiens), P32926;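 active = binding more than 3 SD below its plate's average and above zero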;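 also: hits lower antibody fragment binding to DSG3; some compounds called inactive have numbers as strong as hits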
Numbers without * were called inactive; x = no result given.

dFosB act,Pemphigus Ab inh,SR-BI HDL uptake,NSD2 HMT inh,PKA-R2B activ,CDK5 p35 inh,Mot1-301 SUMO,PKA-R1A act,SR-BI DiI-HDL act,Arr AP2 block,MITF act,molecule
-4,94,-5,-1,-3,2.2,21,-1,5,18,1,Cc1ccc(NC(=O)CC2SC(=Nc3ccc(O)cc3)NC2=O)cc1 (centres undefined)
1,95,-20,4,-7,0.2,-12,4,20,25,-8,CCN(CC)CCNS(=O)(=O)c1ccc(C(=O)NN)cc1
-3,106,50,3,0,-0.9,20,7,-50,-7,-6,COc1cc(C(=O)NC2CCN(Cc3ccccc3)CC2)cc(Cl)c1OC(C)C
-10,104,29,23,-12,1.7,x,6,-29,14,-12,Cn1cc(/C=C2\SC(=O)NC2=S)c2ccccc21
-5,106,14,3,2,-1.1,-4,6,-14,-7,-9,CCN1CCc2c(OCC(=O)Nc3ccccc3)cccc2C1=O
-6,95,-1,-2,5,0.5,x,3,1,23,3,CCN(C(=O)CCc1nc(-c2ccccc2F)no1)c1cc(OC)ccc1OC
3,94,x,-1,-1,-0.4,5,-6,x,-11,32,CCOC(=O)N1CCN(c2ccc(C(=O)CC)cc2F)CC1
0,114,-19,x,8,0.2,10,-1,19,-55,-7,COCC(C)NC(=S)Nc1ccccc1[N+](=O)[O-] (centres undefined)
3,x,4,3,6,0.7,-6,-1,-4,2,-7,Cc1ccc(NC(=O)COC(=O)CCCC2=NS(=O)(=O)c3ccccc3N2)cc1C
-12,95,8,-1,3,-2.5,-16,11,-8,2,-12,CC(C)NC(=O)CCNS(=O)(=O)c1ccc(Br)cc1
4,x,-7,x,0,-5.6,15,-5,7,0,-2,CCOC(=O)CNC(=O)CSc1nc(-c2ccccc2)ns1
-2,91,5,-2,10,0.2,41,8,-5,-4,-7,CCOC(=O)N1CCN(C(=O)Nc2ccc3nc(C)sc3c2)CC1
4,x,6,-2,9,-1.4,10,-4,-6,-2,x,CNC(=O)CSCc1c(F)cccc1Cl
-3,102,-9,2,-8,-1.0,-20,-7,9,27,2,COc1cccc(NC(=O)CN(C)C(=O)CCNC(=O)c2ccc(Br)cc2)c1
1,99,22,1,-1,-0.8,8,-1,-22,-3,-4,CCOc1ccccc1C(=O)N[C@H](C(=O)Nc1cc(S(=O)(=O)N(C)C)ccc1OC)C(C)C
-5,x,x,3,-9,-1.9,-2,-7,x,27,-1,Cc1ccc(S(=O)(=O)Nc2c(O)c3ccccc3oc2=O)cc1C

In a second layout: entries from further up
Molecule,dFosB act,Pemphigus Ab inh,SR-BI HDL uptake,NSD2 HMT inh,PKA-R2B activ,CDK5 p35 inh,Mot1-301 SUMO,PKA-R1A act,SR-BI DiI-HDL act,Arr AP2 block,MITF act
CCOC(=O)CNC(=O)CSc1nc(-c2ccccc2)ns1,4,x,-7,x,0,-5.6,15,-5,7,0,-2
CCOC(=O)N1CCN(C(=O)Nc2ccc3nc(C)sc3c2)CC1,-2,91,5,-2,10,0.2,41,8,-5,-4,-7
CNC(=O)CSCc1c(F)cccc1Cl,4,x,6,-2,9,-1.4,10,-4,-6,-2,x
COc1cccc(NC(=O)CN(C)C(=O)CCNC(=O)c2ccc(Br)cc2)c1,-3,102,-9,2,-8,-1.0,-20,-7,9,27,2
CCOc1ccccc1C(=O)N[C@H](C(=O)Nc1cc(S(=O)(=O)N(C)C)ccc1OC)C(C)C,1,99,22,1,-1,-0.8,8,-1,-22,-3,-4

Remaining list, next part.
dFosB act,Pemphigus Ab inh,SR-BI HDL uptake,NSD2 HMT inh,PKA-R2B activ,CDK5 p35 inh,Mot1-301 SUMO,PKA-R1A act,SR-BI DiI-HDL act,Arr AP2 block,MITF act,molecule
-3,x,-10,1,-4,0.6,4,5,10,-4,9,CCc1c(O)nc(SCC(=O)Nc2nc3ccccc3s2)n(C2CCCCC2)c1=O
-7,101,41,-1,4,-0.3,-8,2,-41,37,27,COc1ccc(NC(=O)COC(=O)c2ccccc2SCC(=O)N2CCCC2)cc1
-3,97,0,-5,-3,0.1,39,-1,0,-15,x,Cc1ccc(S(=O)(=O)Nc2ccccc2C(=O)N2CCCCCC2)cc1
-2,x,-17,2,1,0.0,4,5,17,19,x,Cc1csc(NC(=O)CCCC(=O)O)c1-c1nc2ccccc2s1
0,x,-17,0,-16,6.7,-7,-6,17,3,1,Cc1cccc(OCc2nnc(SCC(=O)N3CCCC3)o2)c1
-5,104,-20,7,-5,6.4,-31,-9,20,45,x,COc1ccc(C(=O)NCC(=O)N/N=C/c2ccc([N+](=O)[O-])o2)cc1OC
-7,x,11,-6,-8,-3.2,-8,-9,-11,5,x,Cc1cc(Cl)c(S(=O)(=O)N2CCSCC2)cc1OCC(=O)NC1CCCCC1
10,101,7,x,-6,0.8,-16,-9,-7,-11,3,Nc1ncnc2c1ncn2[C@@H]1O[C@H](CNCc2ccccc2)[C@@H](O)[C@H]1O
-12,82,11,0,-2,0.1,-30,-16,-11,-1,-12,CNC(=S)N1N=C(c2ccc(C)cc2)CC1c1cc(OC)ccc1OC (centres undefined)
-9,92,-19,1,1,1.4,x,-11,19,-13,-12,NC(=O)c1cc(S(=O)(=O)N2CCOCC2)ccc1Sc1ccccc1N
9,96,-7,-1,-6,-0.3,-6,-6,7,-5,-3,COc1ccc(Cc2c(O)nc(SCC(C)C)[nH]c2=O)cc1
-1,99,-14,x,1,-1.8,-6,0,14,-4,-6,CCO[C@H]1OC(C(=O)NCc2ccccc2)=C[C@@H](c2ccccc2)[C@@H]1CCCO
-5,105,4,-4,-13,-0.1,269,-7,-4,13,12,CC1Sc2ccccc2N(CC(=O)N(C(C)C)C(C)C)C1=O (centres undefined)
3,103,1,-2,10,-0.4,-5,5,-1,40,-2,CCc1nnc(NC(=O)CCC(=O)N2CCN(Cc3ccc(OC)c(F)c3)CC2)s1
0,x,x,-3,4,1.7,1,-2,x,-1,-39,O=C(COc1ccc(C(=O)c2ccc(F)cc2)cc1)Nc1cccc(S(=O)(=O)N2CCOCC2)c1
-1,103,-19,-1,1,1.1,-28,-9,19,25,0,N#CC1=C(N)OC2=C(C(=O)CCC2)C12CCC1(CC2)OCCO1
-15,117,31,x,-2,0.2,-14,2,-31,4,11,CCOC(=O)N1CCN(S(=O)(=O)c2ccc(C(=O)Nc3sc4c(c3C#N)CCC4)cc2)CC1
-4,96,0,-4,-7,0.2,9,0,0,5,-3,COc1ccccc1N1CC(C(=O)OCC(=O)c2ccc(F)cc2)CC1=O (centres undefined)
4,118,-8,x,4,-0.8,11,-2,8,32,-12,CC1CC(C)CN(CCCNC(=O)Cc2c(C(=O)O)n(C)c3ccccc23)C1 (centres undefined)
-11,x,-21,0,5,1.6,31,-6,21,6,-11,CCOc1ccc(S(=O)(=O)N2CCN(C(=O)c3cc4ccccc4o3)CC2)cc1
-3,102,23,-2,-1,-2.5,9,2,-23,8,-1,C/C(=N/NC(=O)CNc1ccc(Cl)cc1C)c1ccc(C)cc1
3,x,-19,-5,-10,-0.5,-5,-7,19,7,-7,CC(C)Oc1ccc(C2C(C#N)=C(N)Oc3c2oc(CO)cc3=O)cc1 (centres undefined)
-1,97,-28,0,3,0.9,11,-11,28,-8,10,COc1ccc(CC(=O)OCC(=O)NNC(=O)c2ccccc2)cc1
-22,100,x,-1,0,0.7,331,-2,x,1,10,CC(=O)Nc1cccc(/C(C)=N/NC(=O)c2cc(-c3ccncc3)nc3ccccc23)c1
-16,122,-15,x,5,3.2,43,-8,15,3,-17,CCOc1ccc2[nH]c(=O)c(CN(Cc3nnnn3Cc3ccccc3)CC3CCCO3)cc2c1 (centres undefined)
-6,103,-4,x,0,2.1,-2,-2,18,-4,62,c1ccc2[nH]c(-c3cscn3)nc2c1
-31,x,12,1,-6,0.8,27,5,-12,13,22,CCN1CCc2c(sc(NC(=O)c3ccc4ccccc4c3)c2C(N)=O)C1
-1,x,-7,1,-3,-1.7,-16,3,7,26,5,CNC(=O)/C(=C\c1ccc2c(c1)OCO2)NC(=O)c1ccc(Br)cc1
9,100,0,5,-5,1.8,-8,-2,0,8,-4,O=C(O)CCCNS(=O)(=O)c1cccs1
